RGS4 inhibitor: blocks human RGS4-accelerated GTP hydrolysis; Transcreener GDP fluorescence polarization, RGS4-accelerated GTP hydrolysis; Potency, µM (titrated, usually from 114 µM), without a hit: at the top dose activity change, negative = inhibition, hits mostly inhibitors; 0.039% of 390,000 active; also: potency is read from the fitted curve at half-maximal effect; % is scaled to controls: 0 for no effect and ±100 for the full control effect; nearly all actives have a fitted effect of over 75% in size; some results filed as inactive show a strong effect at the top dose
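MLSMR compounds (23 nl, pin-transferred) preincubated 10 min at room temperature with a 500nM (2x) first reagent, then RGS4 at 900nM (2x) plus Transcreener GDP mix added; fluorescence polarization (620/688 nm) read before and after 90 min at 30 °C.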
GLS inh: glutaminase GLS (human) inhibition; 0.21% of 410,000 active; Potency, µM (titrated, usually from 45.5 µM), for the others: at the highest dose activity change, negative = inhibition, actives largely listed as inhibitors; GLS enzymatic activity, qHTS titration; also: potency is read from the fitted curve at half-maximal effect; % is scaled to controls: 0 for no effect and ±100 for the full control effect
Target sequence (O94925 whole entry, looked up): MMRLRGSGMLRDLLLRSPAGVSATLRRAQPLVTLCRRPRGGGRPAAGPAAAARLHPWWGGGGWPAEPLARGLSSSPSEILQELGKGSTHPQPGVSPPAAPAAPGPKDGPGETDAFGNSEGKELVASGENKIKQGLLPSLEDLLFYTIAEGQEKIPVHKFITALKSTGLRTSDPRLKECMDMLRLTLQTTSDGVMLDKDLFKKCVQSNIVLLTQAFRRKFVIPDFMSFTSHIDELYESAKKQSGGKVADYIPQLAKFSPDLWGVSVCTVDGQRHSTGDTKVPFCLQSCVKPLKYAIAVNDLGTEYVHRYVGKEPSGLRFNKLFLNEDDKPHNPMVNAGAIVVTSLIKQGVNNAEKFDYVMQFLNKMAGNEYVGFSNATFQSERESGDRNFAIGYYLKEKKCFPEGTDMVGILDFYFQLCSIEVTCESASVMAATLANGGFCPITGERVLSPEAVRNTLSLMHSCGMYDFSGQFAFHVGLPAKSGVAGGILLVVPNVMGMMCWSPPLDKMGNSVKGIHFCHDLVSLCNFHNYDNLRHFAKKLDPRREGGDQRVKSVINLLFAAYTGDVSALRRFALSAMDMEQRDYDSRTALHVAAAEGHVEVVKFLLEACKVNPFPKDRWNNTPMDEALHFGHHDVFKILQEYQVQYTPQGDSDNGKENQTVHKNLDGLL
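Enzyme dispensed in phosphate buffer (45 mM, pH 8.2, 0.02% Tween-20), compounds pinned in, then 1 mM L-glutamine solution and the glutamate oxidase–HRP–Amplex Red mix added; fluorescence read immediately and again after 30 min at room temperature.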
ERG Ets-DNA blk: blocks human ERG Ets domain binding to DNA; P11308; fluorescence polarization, His-ERG Ets domain / labelled DNA; Potency, µM (highest dose often 76.9 µM), for inactives: at the highest dose FP activity, negative = inhibition, hits mostly inhibitors; 0.028% of 370,000 active; AID 624246; active = well fitted inhibition curve with a large enough effect in the polarisation, with a control signal flat; inconclusive = small, poorly fitted or top-dose-only effect, or effect the other way, or a change in a side signal; inactive = no such curve, though single readings can be large or run the other way; the % refers to the polarisation;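 also: polarization taken with two DNA probes labelled with fluorescein and Texas red; potency is read from the fitted curve at half-maximal effect; % of control where 0% means no effect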
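His-tagged ERG Ets domain (1 uM in the protein solution; 300mM KCl, 50mM Tris-HCl, 1mM EDTA, 1mM DTT, pH 7.5) received compound, then a probe mix of 5 nM fluorescein-DNA and 100nM Texas-615-DNA. Fluorescence polarization was read for both dyes.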
HP1b chromo inh: inhibitors of HP1-beta chromodomain binding to methylated histone tails; 0.56% of 390,000 active; AlphaScreen HP1-beta / biotin-H3K9me3 peptide binding; Potency, µM (top dose mostly 114 µM), for the others: at the highest dose activity change, negative = inhibition, actives largely listed as inhibitors; P83916; also: potency is read from the fitted curve at half-maximal effect; nearly all actives have a fitted effect of over 70% in size; inactives centre near 23
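Compound inhibition of the preformed complex between 50 nM HP1-beta and 50 nM biotinylated H3K9me3 peptide was read by AlphaScreen. Buffer was PBS pH 7.4 with 0.01% Tween-20. Incubations ran 30 min at room temperature, with 10 ug/mL donor/acceptor beads.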
PI4K2A inh: blocks human PI4K2A kinase activity | Q9BTU6 | purified PI4K2A, ADP-Glo luminescence, 1 h; hits give low values | activity change, negative = inhibition, % at 76.9 µM | 0.13% of 420,000 active | AID 1346378; in the data active = activity change below about -50%; inconclusive = mostly about -30% to -49%;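 also: -100% = wells without enzyme as full effect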
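In this quantitative HTS, ADP production by PI4K2A was quantified luminescently after 1 h at ambient temperature; 100 microM adenosine served as plate-quality control.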
JMJD2A Tudor: JMJD2A Tudor domain (human) inhibition. AlphaScreen JMJD2A-Tudor / H3K4me3 peptide binding. O75164. 4.4% of 390,000 active. AID 504339. Potency, µM (series often up to 114 µM), inactives show at the top dose activity change, negative = inhibition, actives largely listed as inhibitors; also: potency is read from the fitted curve at half-maximal effect; % is scaled to controls: 0 for no effect and ±100 for the full control effect; nearly all actives have a fitted effect of over 50% in size
G9a inh: inhibitors of human histone lysine methyltransferase G9a | 8.8% of 350,000 active | Q96KQ7 | G9a H3K9 monomethylation, AlphaScreen, 2 h | Potency, µM (top dose mostly 102 µM), without a hit: at the highest dose activity, negative = inhibition, most hits filed as inhibitors | AID 504332; also: potency is read from the fitted curve at half-maximal effect; % is scaled to controls: 0 for no effect and ±100 for the full control effect; nearly all actives have a fitted effect of over 75% in size
Target sequence (Q96KQ7 913-1193 limits assumed): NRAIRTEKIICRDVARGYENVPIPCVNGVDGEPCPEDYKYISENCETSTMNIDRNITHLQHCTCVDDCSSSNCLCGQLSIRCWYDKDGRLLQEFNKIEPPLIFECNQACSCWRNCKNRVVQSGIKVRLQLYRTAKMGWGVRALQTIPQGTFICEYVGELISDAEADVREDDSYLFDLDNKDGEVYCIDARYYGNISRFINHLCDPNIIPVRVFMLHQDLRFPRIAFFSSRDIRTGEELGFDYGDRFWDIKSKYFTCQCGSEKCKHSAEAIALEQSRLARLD
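G9a (20 nM) preincubated 15 min RT with compounds, then 500 nM biotinylated H3K9 peptide and 20 uM SAM added; 2 h RT reaction. Monomethyl-H3K9 product detected by AlphaScreen with anti-H3K9me1 antibody, streptavidin donor and anti-rabbit IgG acceptor beads.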
ALOX12 inh: blocks human arachidonate 12S-lipoxygenase; P18054; purified 12hLO, xylenol orange hydroperoxide absorbance; Potency, µM (series often up to 108 µM), without a hit: top-dose activity change, negative = inhibition, usual class: inhibitors; 1.1% of 580,000 active; also: potency is read from the fitted curve at half-maximal effect; % is scaled to controls: 0 for no effect and ±100 for the full control effect
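Hydroperoxide product was detected by ferrous iron/xylenol orange as the 573 to 405 nm absorbance ratio. Arachidonic acid at 40 uM (final) was turned over for 30 min at room temperature by 150 nM human 12hLO, pH 7.0 Hepes buffer, after 15 min compound preincubation.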
BAZ2B inh: BAZ2B (human) inhibition; Q9UIF8; AlphaScreen BAZ2B-H3K14Ac peptide displacement; Potency, µM (top dose mostly 114 µM), inactives show at the highest dose activity change, negative = inhibition, usual class: inhibitors; 4.4% of 360,000 active; also: potency is read from the fitted curve at half-maximal effect; % is scaled to controls: 0 for no effect and ±100 for the full control effect; nearly all actives have a fitted effect of over 60% in size
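In this displacement format the biotinylated H3(5-23) peptide acetylated at Lys14 serves as ligand at 50 nM, with BAZ2B at 50 nM in PBS pH 7.4 containing 0.01% Tween-20. Donor and acceptor beads are 10 ug/mL final.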
Numbers without * were called inactive; ? = inconclusive; . = no result given; & = joins results of further samples; [ ] = another dose, or the depositor's remark. Unless noted, calls follow the shape of the dose curve; as a rule, active = well fitted curve in the direction sought with a large enough effect; inconclusive = small, poorly fitted or top-dose-only effect, or another doubt; inactive = no such curve, though single readings can be large; an effect the other way counts as inactive or inconclusive. An excerpt (hit frequency here may not be typical).

The line under a structure holds: RGS4 inhibitor	GLS inh	ERG Ets-DNA blk	HP1b chromo inh	PI4K2A inh	JMJD2A Tudor	G9a inh	ALOX12 inh	BAZ2B inh
COc1ccccc1CN1C(=NC(=O)C2CCCCC2)SC2CS(=O)(=O)CC21 (stereo not drawn)
    -16.1%[11.4 µM]	-9.9%	-4.6%	41.3%[activator]	8.6	5.3%	22.1%	-11.6%	-10.9%[57.1 µM]
CN=c1scc(C)n1/N=C/c1cc(Br)c(O)c(Br)c1
    2.2%	0.3%	4.3%	-9.8%	-1.8	?	11.2µM*	0.0%	35.5µM*
CCOC(=O)N1CCN(C(=S)Nc2cc(OC)c(OC)cc2C(=O)OC)CC1
    -12.5%	31.1%[activator]	-14.2%	19.4%	4.4	-5.8%	13.1%[59 µM]	14.6%	-2.4%[57.1 µM]
N=C1C(c2nc3ccccc3s2)=C(O)CN1NC(=O)c1ccco1
    -8.0%	-3.6%	3.4%	-1.4%	1.6	-18.8%	5.1%	-7.2%	-17.2%
Cn1cnc([N+](=O)[O-])c1Oc1ccc2ccccc2c1
    -38.4%	3.1%	-7.7%	22.6%	-1.2	-23.6%	50.1µM*	-23.3%	-7.1%
CN(C)Cc1n[nH]c(=O)c2ccccc12
    -14.8%	-15.0%	3.3%	22.5%	1.9	-10.3%	6.6%	0.0%	-7.0%
CCOC(=O)c1[nH]c(C)c(C(=O)Nc2ccc(C)c(C)c2)c1C
    2.8%	-4.2%	5.0%	22.1%	2.5	-20.0%	10.4%	413.4%[activator]	-2.4%
Cc1cc(-c2cccc(Br)c2)c(C#N)c(N)n1
    2.6%	-6.6%	12.6%	28.8%	1.9	-5.4%	-27.4%	-6.0%	4.1%
CCN(CC)CCSc1nnc2c3ccccc3n(CCc3ccccc3)c2n1
    -0.6%	0.8%	12.8%	-6.5%	8.9	?	-22.6%	-5.4%	-38.8%
CCC1CCCCN1C(=O)c1cc(COc2ccc3ncccc3c2)on1 (stereo not drawn)
    -4.7%	-7.1%	-4.3%	19.3%	-4.4	3.8%	-0.8%	2.9%	-10.8%
CN(Cc1ccc(F)cc1)C(=O)CNC(=O)C1CCCCC1
    3.4%	-7.5%	14.3%	56.4%[activator]	5.0	9.9%	38.2%[activator]	16.5%	-3.2%
CCCc1nc(-c2ccc(-c3ccc(F)cc3)cc2)no1
    -16.3%	-12.1%	0.8%	47.4%[activator]	-3.3	18.5%	-1.4%[59 µM]	9.1%	12.1%
Cc1ccc(N(C(=O)CCC(=O)Nc2ccccn2)C(C(=O)NC(C)C)c2ccc(F)cc2)cc1 (stereo not drawn)
    1.8%	-21.2%	3.3%	38.2%	-1.3	-14.4%	-5.9%	-2.6%	-8.3%
COc1ccccc1C(=O)Nc1ccc(C2=NNC(=O)CC2C)cc1 (stereo not drawn)
    -0.3%	1.8%	-13.0%	18.1%	3.0	-6.8%	15.3%	-1.5%	-1.8%
CCOC(=O)C[C@H]1c2cc(F)ccc2S(=O)(=O)N1C1CCCCC1
    -0.2%	-1.5%	1.0%	41.3%[activator]	1.9	-16.6%	.	8.4%	.
CCc1ccc(Nc2n[n+](-c3ccccc3)c(-c3cc(OC)c(OC)cc3Br)s2)cc1
    -30.2%	1.4%	-14.4%	-5.7%	-2.9	79.4µM*	?	39.8µM*	31.6µM*
Cc1ccc(CNC(=O)Cn2nnc(C(=O)Nc3cc(C)ccc3C)c2N)cc1
    -11.0%	-6.4%	-6.0%	55.8%[activator]	-0.8	-6.8%	-5.4%[59 µM]	0.3%	-12.0%
CSc1ncc(C(=O)N2CCN(c3cc(Cl)ccc3C)CC2)c(C)n1
    3.8%	0.5%	4.6%	-11.4%	7.4	-17.8%	-16.1%[59 µM]	-18.4%	1.0%
Cc1ccc(C(=O)N2CCCC(N3CCN(c4ccccc4C)CC3)C2)c(=O)[nH]1 (stereo not drawn)
    -40.4%	30.5%[activator]	10.0%	?	2.9	50.1µM*	10.4%	5.7%	-5.5%[57.1 µM]
CCN(Cc1ccccc1)S(=O)(=O)c1c[nH]c(C(=O)OC)c1
    17.2%	7.0%	-4.4%	60.5%[activator]	-2.9	-17.6%	.	438.9%[activator]	-13.6%
CC1CN(S(=O)(=O)c2cccc(C(=O)Nc3ccc(S(=O)(=O)Nc4ncccn4)cc3)c2)CC(C)O1 (stereo not drawn)
    -4.3%	1.0%	-3.2%	32.9%	2.4	0.0%	?	-3.5%	7.3%
CC1=CC=CN2C1=NC(=O)CC2(C)C(=O)N(CC(=O)NC1CCCC1)Cc1ccccc1 (stereo not drawn)
    -28.1%	-4.4%	8.1%	18.0%	1.5	-20.0%	-5.7%	12.4%	8.5%
COc1ccc(NC2=NCC(=O)N2c2ccccc2F)cc1
    -21.8%	23.8%	6.9%	61.6%[activator]	2.8	-23.5%	-24.7%[0.0925 µM]	?	?
CCCC(c1nnnn1C1CCCCC1)N1CCN(C(=O)c2ccco2)CC1 (stereo not drawn)
    -4.9%	25.1%	3.1%	10.1%	-0.1	-31.1%	-43.7%	?	-1.9%
CC(=O)N(C(C)=O)c1ccc2nc(C)[nH]c(=O)c2c1
    2.3%	-1.7%	-1.7%	13.4%	8.0	-8.0%	9.1%[12.7 µM]	19.5%	-7.5%
COc1ccc2[nH]c3c(c2c1)CCN1C(=O)N([C@@H](C)C(=O)NCc2ccccc2)C(=O)[C@]31C
    36.3%	7.0%	-2.0%	11.4%	-2.5	-28.6%	.	11.4%	3.6%[57.1 µM]
CC(C)(C)NC(=O)N1CCN(c2nc3ccc(Cl)cc3s2)CC1
    -19.0%	-5.7%	-14.0%	42.8%[activator]	5.5	-2.1%	-10.0%	.	-10.6%
Cc1ccc2c(c1)N(C(=O)CCC(=O)NCc1cccnc1)CC(C)O2 (stereo not drawn)
    -7.6%	-10.8%	2.7%	34.0%	4.4	-2.8%	1.8%	23.0%	8.5%
Cc1ccc(C2=NOC3(CC(=O)N(c4ccccc4)C3=O)C2)cc1 (stereo not drawn)
    -6.0%	-4.3%	10.9%	22.0%	4.4	-19.2%	5.8%	?	1.6%
CC(=O)c1ccc(NC(=O)CC(C)S(=O)(=O)c2ccc3c(c2)CCN3C(C)=O)cc1 (stereo not drawn)
    31.7%	0.0%	-5.3%	24.7%	5.7	-12.9%	-1.8%	3.2%	-11.4%
CC(C)Cc1ccc(C(C)C(=O)Nc2cccnc2)cc1 (stereo not drawn)
    ?	-15.1%	-1.2%	37.0%[activator]	-6.2	-10.3%	?	-4.7%	?
O=C(CSc1nnnn1-c1cccc2c1CCCC2)N1CCCC1
    -48.0%[11.4 µM]	-18.1%	3.9%	?	-20.6	-19.8%[11.4 µM]	-13.3%[59 µM]	0.0%[57.4 µM]	-6.6%
COc1ccc(C(=N/O)/C(=N/O)c2ccc(OC)cc2)cc1
    3.9%	27.5%	6.3%	8.8%	5.4	-34.0%	-2.4%[12.7 µM]	-4.8%	-24.4%
Cc1cccc(-c2noc(-c3cccnc3NCc3ccccc3Cl)n2)c1
    2.3%	-1.8%	-1.7%	16.7%	-3.2	-21.9%	-45.2%[59 µM]	-14.2%	-17.4%
CNS(=O)(=O)Cc1ccc2[nH]cc(CCN(C)C)c2c1
    -14.3%&5.7%	3.6%&9.3%&-3.2%	9.4%&3.1%	31.3%&49.4%	-7.1&-4.6&1.1	-5.0%&-7.6%	34.8%[59 µM]	?	12.9%
COc1ccc(CCNC(=O)C(=O)N2CCCC2)cc1OC
    3.0%	5.0%	2.6%	34.6%	-1.0	-3.2%	.	2.8%	-3.6%
O=C(N/N=C/c1cccc([N+](=O)[O-])c1)C1COc2ccccc2O1 (stereo not drawn)
    -12.9%	4.0%	-21.2%	24.9%	-9.9	0.0%[11.4 µM]	-37.4%	-5.4%	10.0%
CC(C)c1ccc(OCC(=O)N2CCN(c3ccccn3)CC2)c(Br)c1
    ?	-2.3%	15.2%	33.4%	-3.6	-5.1%	-13.8%	?	-20.2%
COC(=O)[C@@]12CCCN1[C@H](c1ccc(-c3ccccc3)c(OC)c1)[C@H]1C(=O)N(C)C(=O)[C@H]12
    -8.4%	-10.4%	-1.4%	36.6%	1.5	-22.5%	.	12.6µM*	.
CC(C)(C)NC(=O)N1CCn2cccc2C1c1ccccc1F (stereo not drawn)
    8.6%	10.1%	6.6%	-1.9%	2.3	?	?	14.2%	-36.1%
COc1ccc(NC(=O)C(=O)NCC(c2ccco2)N2CCc3ccccc32)cc1 (stereo not drawn)
    -28.0%	-13.2%	-0.2%	44.3%[activator]	1.1	-8.3%	1.9%	.	-4.4%
Nc1nnc(SCC(=O)NC23CC4CC(CC(C4)C2)C3)s1
    3.0%	.	-3.6%	45.5%	4.3	11.6%	11.1%	-1.2%	-16.1%
CN1CCN(C(=O)c2ccccc2NC(=O)CCN2C(=O)c3ccccc3C2=O)CC1
    -20.8%	-9.5%	0.0%	16.4%	6.4	-2.2%	10.0%[59 µM]	-17.5%	-4.6%

Screens as filed in PubChem BioAssay.
